mHTT-CaM PPI inh: mutant huntingtin-calmodulin interaction inhibitors – biochemical, AlphaScreen, primary screen | AlphaScreen His-mHTT/GST-CaM binding, luminescence | inhibition, % at 15 µM | 3.6% of 190,000 active | AID 1671202, 2021;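 note: 0% = both proteins with DMSO and 100% = one protein alone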
Pf apPOL block: Pf-apPOL inhibitors, biochemical, fluorescence. Recombinant Pf-apPOL, molecular beacon fluorescence, 1.5 h. inhibition, % at 10 µM. Plasmodium falciparum apicoplast DNA polymerase (apPOL). AID 1794808, 2022. 0.25% of 210,000 active
Starred values were filed as active, the others as inactive; i = inactive; . = no result given; & = joins results of further samples. Cut-off read from the data, not from the text of the source: active = inhibition above about 50%; inactive = the rest.

SMILES	mHTT-CaM PPI inh	Pf apPOL block
O=C(NCCn1ncccc1=O)c1cnn(-c2ccccc2)n1	-14	-2
COc1ccc(C2/C=C\CN(CC3CCCCC3)CC(=O)N2Cc2ccc(F)cc2)cc1 (stereo unspecified)	34	-3
Cc1oc(C2CCN(C(=O)Nc3ccc(F)cc3F)CC2)nc1C(=O)N1CCOCC1	-2	-3
O=C(Nc1cc2cccc([N+](=O)[O-])c2oc1=O)c1cccc(Cl)c1Cl	-2	-3
NC(=NS(=O)(=O)c1ccc(Cl)cc1)c1ccc(F)cc1	0	6
CCOC(=O)c1sc(NC(=O)Cc2ccc3c(c2)OCO3)cc1C	-2	-5
COc1cccc(CN2CCc3c(cc(C(=O)NCc4ccccn4)n3C)C2)c1	24	1
COc1ccc(OC)c(N/C=C(\C#N)c2nc(-c3ccccc3)cs2)c1	-2	0
CCOc1ccccc1N(CC(=O)O)S(C)(=O)=O	0	-1
O=C1C(=O)c2ccccc2C(O)=C1c1ccc([N+](=O)[O-])cc1	1	-6
COc1cc2c(cc1OC)C(C)N(C(=O)c1ccccc1)CC2 (stereo unspecified)	.	-2
COc1ccc(OC)c(NC(=O)c2nn(-c3ccc(OC)cc3OC)c(=O)c3ccccc23)c1	20	5
Cc1cccc(NC(=O)C(=O)NCCc2ccccc2)c1	-5	-15
COc1ccc(/C=C2/SC(N3CCC(C)CC3)=NC2=O)cc1OC	6	-2
c1csc(-c2nc(Cn3ccnc3)no2)c1	-4	-4
COc1cc(-c2nc(C=Nc3cccc(C)n3)c(O)o2)cc(OC)c1OC	-1	1
Cn1cccc1CC(=O)N/N=C/C=C\c1ccco1	i	.
N/C(=N/O)C1CCCc2c1[nH]c1ccc(Br)cc21 (stereo unspecified)	i	.
O=c1c2c(nc3cc(-c4ccccc4Cl)[nH]n13)CCN(S(=O)(=O)c1cccs1)C2	31	3
Cc1ccc(S(=O)(=O)N2CCC(c3noc(-c4ccccc4)n3)CC2)cc1Cl	-3	-2
CCOc1nccnc1N1CCC(NC(=O)C2(c3ccccc3)CC2)C1 (stereo unspecified)	9	-4
N#C/C(=C\c1cc(CSc2nnc(N)s2)cs1)C(N)=S	0	.
COc1ccc(-c2cc3ccc(OC(C)=O)cc3oc2=O)cc1OC	-3	-2
O=C(O)c1cc(S(=O)(=O)NC(CO)C(O)c2ccc([N+](=O)[O-])cc2)ccc1Br (stereo unspecified)	-1	-2
O=C(O)c1ccc(Cl)c(S(=O)(=O)N2CCCCC2)c1	-4	-4
O=C(CN1CCC(c2nc(-c3ccc(F)cc3)no2)CC1)Nc1ccccc1	-4	1
OCc1ccc(-c2cc(Cl)cc(Cl)c2)o1	6	-9
CCC1CN(C(=O)Nc2cc(OC)ccc2OC)c2ccccc2O1 (stereo unspecified)	4	-4
Cn1cnnc1SCC(=O)N1CCCc2ccccc21	-5	-7
CCCCn1c(SC(C)CC)nc2c1c(=O)[nH]c(=O)n2C (stereo unspecified)	-4	.
CCOc1ccc(-c2cn(-c3ccc(Br)cc3)c(=O)[nH]2)cc1	13	0
CN(C)c1cc(N2CCCC(NC(=O)Cc3cccc(F)c3)C2)ncn1 (stereo unspecified)	28	0
COc1ccc(CC(=O)N2CCOCC2)cc1	-9	-7
Cc1cc(-c2nc(-c3nonc3N)no2)ccc1[N+](=O)[O-]	1	-3
COc1cc(C2Nc3cc(C)c(C)cc3NC3=C2C(=O)CC(C)(C)C3)cc(Cl)c1O (stereo unspecified)	24	-4
O=C(Cc1cccs1)Nc1ccc(F)c(F)c1F	-8	-1
CCCC(=O)N1CCc2c(c(-c3nc(Cc4ccccc4)no3)nn2C)C1	0	-4
O=C(c1ccccc1Cl)N1CCCCC1	2	-6
Cc1noc(-c2nn(C)c3c2CN(C(=O)c2ccc(C(F)(F)F)cc2)CC3)n1	-8	1
O=C(Nc1cc(Cl)cc(Cl)c1)c1cc(S(=O)(=O)NC2CCCCC2)ccc1F	-5	-4
COC(=O)c1ccc(CN2CCN(Cc3nc4ccccc4[nH]3)CC2)cc1	-2	-10
O=C(O)COc1ccc2c(c1)C(=O)c1cc(OCC(=O)O)ccc1-2	24	0
COc1ccc(-c2coc3cc(OCCN4CCC(C)CC4)ccc3c2=O)cc1	4	0
CS(=O)(=O)Nc1ccc(Cl)cc1	.	-8&-2
CCCCCNC(=O)C1CCN(c2nccnc2Oc2ccccc2C)CC1	-5	-3
COc1cc([N+](=O)[O-])ccc1NC(=O)c1cc(Cl)ccc1Cl	-5	0
COc1cccc2cc(C(=O)Nc3nc4c(s3)COc3ccccc3-4)oc12	12	0
Cc1c(O)ccc(-c2n[nH]c(C(F)(F)F)c2Oc2ccccc2)c1O	17	-3
Cc1ccc(NC(=O)CCCn2nc(C)c([N+](=O)[O-])c2C)cc1	-4	-8
Cc1ccc(C(=O)O)cc1NC(=O)CN1C(=O)c2ccccc2C1=O	3	-5
CC(=O)C1=C(C)NC(SCC(N)=O)=C(C#N)C1c1ccc(F)cc1 (stereo unspecified)	0	0
Cn1nc(-c2nc(-c3cccc(F)c3)no2)c2c1CCN(C(=O)Cc1cccnc1)C2	0	-6
O=C(C1CC1)N1CCc2cc(Br)cc(S(=O)(=O)Nc3ccc4c(c3)OCCO4)c21	17	1
Cc1cc(C)n2nc(SCCC(=O)NCCc3ccccc3)nc2n1	35	22
COc1ccc(C(=O)NCc2ccco2)cc1OC	.	-12
Cc1onc(-c2c(F)cccc2Cl)c1C(=O)NCc1ccc(Cl)cc1	-8	6
CCOc1ccc(CCNC(=O)CC2CCN(C(=O)C3CCCCC3)CC2)cc1	21	-16
COc1cccc(C2CC(c3c(F)cccc3Cl)n3nnnc3N2)c1 (stereo unspecified)	0	-4
O=C1OC(c2ccccc2Br)=N/C1=C\c1cccc(F)c1	29	-3
Cc1ccccc1CC(=O)N1CCC(c2nc(C(=O)N3CCCCC3)c(C)o2)CC1	3	4

One compound at a time (already shown):
O=C(C1CC1)N1CCc2cc(Br)cc(S(=O)(=O)Nc3ccc4c(c3)OCCO4)c21 reads mHTT-CaM PPI inh = 17; Pf apPOL block = 1
Cc1ccc(C(=O)O)cc1NC(=O)CN1C(=O)c2ccccc2C1=O reads mHTT-CaM PPI inh = 3; Pf apPOL block = -5

(further entries)
SMILES	mHTT-CaM PPI inh	Pf apPOL block
CC(C)(C)c1ccc(S(=O)(=O)C(C)(C)C)cc1	-10	.
CC(=O)Nc1ccc(S(=O)(=O)N2CCCCC2)cc1Cl	.	-4&-3
Cc1nc2c(C(=O)N3CCCCC3)cnn2c(C)c1Cc1ccccc1Br	41	-9
COc1ccc(S(=O)(=O)N(CC(=O)NC2CCCCC2O)c2ccc(C)cc2)cc1OC (stereo unspecified)	9&14	1&11
CCCC(=O)N1CCSCC1	-4	-5
O=C(NC1CCCC1)c1csc(-c2ccc(N3CCCCC3)nc2)n1	-2	2
Cc1cc(C(=O)Nc2cc(C(F)(F)F)ccc2Br)ccc1[N+](=O)[O-]	2	0
N#Cc1ccc(C2=COC3(CCCN(C(=O)C4CCCCC4)C3)C2)cc1 (stereo unspecified)	-18	-5
Cc1ccc(-n2cc(C(=O)N3CCCCC3)nn2)cc1C	-10	-2
Cc1oc2cc3oc(=O)c(C)c(C)c3cc2c1-c1ccccc1	-10	13
O=C(Nc1cc(Cl)ccc1Cl)c1ccccc1I	-13	-2
CCCn1cc2c3c(cccc31)CN(C(=O)COc1ccccc1)CC2	50*	-1
CC1CCN(c2ccc(/C=C(\C#N)c3nc4ccccc4[nH]3)cc2[N+](=O)[O-])CC1	17	-7
Cc1nc(Cl)c(C(=O)N(C)Cc2ccccc2)c(C)c1Cl	-6	-4
COc1cc(CN2CCCC2c2c(C)noc2C)ccc1OCC(N)=O (stereo unspecified)	2	1
CCOc1ccc(C2C(C#N)=C(N)Oc3c2c(C)nn3-c2ccccc2)cc1 (stereo unspecified)	26	1
COCOCCn1cc(CN2CCS(=O)(=O)N(Cc3ccc(-c4ccccc4)cc3)C(C(C)C)C2=O)nn1 (stereo unspecified)	54*	-22
CC(C)c1ccc(NC(=O)c2ccc(SCCN3CCOCC3)nc2)cc1	-8	-5
COc1ccc(-n2nc(C(=O)NCC(=O)NCc3ccccn3)c3ccccc3c2=O)cc1OC	-4	-8
COc1ccc(Cc2nnc(NC(=O)CSCc3ccccc3)s2)cc1OC	-1	-4
CC1CCN(Cc2c(O)ccc3c(=O)c(-c4ccc5c(c4)OCCO5)coc23)CC1	6	-1
COc1cc(CN2CCN3CCCC3C2C)cc(Br)c1O (stereo unspecified)	18	-4
O=C1OC(c2ccc(Br)cc2)=N/C1=C\c1cccs1	1	-5
C=CCCN(Cc1ccc(OC)cc1)S(=O)(=O)c1ccccc1Br	-88	-4
O=C(NCCn1nc(-n2ccnc2)ccc1=O)c1cc(-c2ccccc2)on1	-17	-8
O=C(c1ccc(Cl)s1)N1CCCC2(C1)Nc1cccnc1NC2=NC1CCCC1 (stereo unspecified)	-1	-3
COc1ccc(C2CC(C(F)(F)F)n3nc(C(=O)Nc4ccc(Cl)cc4)cc3N2)cc1 (stereo unspecified)	3	-5
Cc1ccc(CCS(=O)(=O)c2ccc(C(C)C)cc2)c[n+]1C	-1	-2
Cc1ccc(NC(=O)N2CCc3nc(Cc4cccc(F)c4)[nH]c(=O)c3C2)c(C)c1	4	-5
O=c1c2c(ncn2Cc2ccccc2F)n(-c2ccccc2)c(=O)n1C1CC1	-3	-4
COc1ccc(N(C)C(=O)C2CN(S(=O)(=O)c3cccnc3)CC23CCCCC3)cc1 (stereo unspecified)	42	-5
Cc1ccc(C(C)C)cc1S(=O)(=O)Nc1cccnc1	-6	-9
O=C(Nc1ccccc1-c1ccccc1)c1ccc(F)cc1	-21	3
c1c(-c2csnn2)cc(-c2csnn2)cc1-c1csnn1	-7	.
Cc1cccc(-c2nc(-c3cccc(-c4ccn[nH]4)c3)no2)c1	18	-3
COc1cc(=O)n(C)c2ccccc12	0	-1

Sorted by formula weight (lowest first): some entries from above
SMILES	mHTT-CaM PPI inh	Pf apPOL block
COc1cc(=O)n(C)c2ccccc12	0	-1
Cc1ccc(C(C)C)cc1S(=O)(=O)Nc1cccnc1	-6	-9
O=C(Nc1ccccc1-c1ccccc1)c1ccc(F)cc1	-21	3
Cc1cccc(-c2nc(-c3cccc(-c4ccn[nH]4)c3)no2)c1	18	-3
Cc1oc2cc3oc(=O)c(C)c(C)c3cc2c1-c1ccccc1	-10	13
Cc1nc(Cl)c(C(=O)N(C)Cc2ccccc2)c(C)c1Cl	-6	-4
c1c(-c2csnn2)cc(-c2csnn2)cc1-c1csnn1	-7	.
O=C1OC(c2ccc(Br)cc2)=N/C1=C\c1cccs1	1	-5
CCCn1cc2c3c(cccc31)CN(C(=O)COc1ccccc1)CC2	50*	-1
COc1cc(CN2CCN3CCCC3C2C)cc(Br)c1O (stereo unspecified)	18	-4
COc1cc(CN2CCCC2c2c(C)noc2C)ccc1OCC(N)=O (stereo unspecified)	2	1
CCOc1ccc(C2C(C#N)=C(N)Oc3c2c(C)nn3-c2ccccc2)cc1 (stereo unspecified)	26	1
O=C(NCCn1nc(-n2ccnc2)ccc1=O)c1cc(-c2ccccc2)on1	-17	-8
CC(C)c1ccc(NC(=O)c2ccc(SCCN3CCOCC3)nc2)cc1	-8	-5
CC1CCN(c2ccc(/C=C(\C#N)c3nc4ccccc4[nH]3)cc2[N+](=O)[O-])CC1	17	-7
O=C(Nc1cc(Cl)ccc1Cl)c1ccccc1I	-13	-2
Cc1ccc(NC(=O)N2CCc3nc(Cc4cccc(F)c4)[nH]c(=O)c3C2)c(C)c1	4	-5
CC1CCN(Cc2c(O)ccc3c(=O)c(-c4ccc5c(c4)OCCO5)coc23)CC1	6	-1
C=CCCN(Cc1ccc(OC)cc1)S(=O)(=O)c1ccccc1Br	-88	-4
COc1ccc(Cc2nnc(NC(=O)CSCc3ccccc3)s2)cc1OC	-1	-4
O=C(c1ccc(Cl)s1)N1CCCC2(C1)Nc1cccnc1NC2=NC1CCCC1 (stereo unspecified)	-1	-3
COc1ccc(N(C)C(=O)C2CN(S(=O)(=O)c3cccnc3)CC23CCCCC3)cc1 (stereo unspecified)	42	-5
COc1ccc(C2CC(C(F)(F)F)n3nc(C(=O)Nc4ccc(Cl)cc4)cc3N2)cc1 (stereo unspecified)	3	-5
COCOCCn1cc(CN2CCS(=O)(=O)N(Cc3ccc(-c4ccccc4)cc3)C(C(C)C)C2=O)nn1 (stereo unspecified)	54*	-22

Some values from the entries so far.
CC1CCN(Cc2c(O)ccc3c(=O)c(-c4ccc5c(c4)OCCO5)coc23)CC1 @ mHTT-CaM PPI inh: 6
O=C1OC(c2ccc(Br)cc2)=N/C1=C\c1cccs1 @ mHTT-CaM PPI inh: 1
COc1cc(CN2CCN3CCCC3C2C)cc(Br)c1O (stereo unspecified) @ Pf apPOL block: -4
